DENV2 CPE rescue = DENV2-induced cell death inhibition; 350,000 compounds, 1.7% hits; AID 651640; CPE inhibition, % at 9.99 µM; DENV2-infected cells, cytopathic effect rescue, plate reader; in the data active means CPE inhibition above about 20%, passing the limit was not always enough; inconclusive means no clear call, values can overlap the other calls; tested in BHK-21 cells;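 further: 0% = median of neutral control wells and 100% = median of positive control wells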
Statin myotox sup = suppressors of simvastatin-induced myotoxicity in C2C12 myotubes; ATP luminescence, 48 h; scaled: DMSO 0, geranylgeraniol control 100; rescue of ATP level, % at 7.49 µM; 330,000 compounds, 0.78% hits; AID 602340;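 active means mean ATP rescue above about 67%, or every replicate alone reaching that limit, limit read from the data, passing the limit was not always enough; inconclusive means no clear call, values can overlap the other calls; inactive means mean under the limit and some replicate under it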;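 further: myotubes were challenged with 10 µM simvastatin during compound exposure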
S100A4 MyoIIA = inhibitors of human S100A4 binding to myosin IIA peptide. P26447. S100A4/TAMRA-MyoIIA peptide fluorescence polarization. inhibition, % at 10.7 µM. 360,000 compounds, 0.14% hits;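 active means mean inhibition of at least 70% across replicates, with every replicate also reaching that level; inconclusive means mean inhibition reaches 70% but some replicates fall short; inactive means mean inhibition below 70%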
Target sequence (P26447 whole entry, looked up): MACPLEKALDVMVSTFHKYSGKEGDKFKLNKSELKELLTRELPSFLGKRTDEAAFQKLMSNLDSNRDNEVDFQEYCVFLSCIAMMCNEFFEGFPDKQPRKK
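System – human S100A4 monomer protein, biochemical binding assay · Buffer or medium – Calcium-containing HEPES buffer, pH 7.2 · Timing – 5 min between mix addition and reading · Also added – TAMRA-labelled myosin IIA heavy-chain peptide probe, 5 nM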
PglD DTNB = inhibitors of Campylobacter jejuni PglD acetyltransferase. purified PglD enzyme, DTNB colorimetric CoA detection. inhibition, % at 12.5 µM. 360,000 compounds, 0.098% hits. AID 602405; in the data active means inhibition above about 16%, passing the limit was not always enough; inconclusive means no clear call, values can overlap the other calls; further: strong numbers were not always called active
E-sel inducer = induces E-selectin expression in human endothelial cells | P16581 | HUVEC E-selectin immunofluorescence imaging; normalized: neutral wells 0, TNF-alpha wells 100 | activation, % at 7.58 µM | 260,000 compounds, 0.37% hits;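 active means mean E-selectin-positive cell signal at least 10% of the positive control, reached in at least 60% of replicates, without over 20% cell loss; inconclusive means no rule given, readout overlaps actives, possibly toxicity-flagged; inactive means the rest, including those meeting only one limit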;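 further: in these data hits start at about 27%; measured in HUVEC primary endothelial cells; signal is the percent of cells scored E-selectin positive by PE staining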
Target sequence (P16581 whole entry, looked up): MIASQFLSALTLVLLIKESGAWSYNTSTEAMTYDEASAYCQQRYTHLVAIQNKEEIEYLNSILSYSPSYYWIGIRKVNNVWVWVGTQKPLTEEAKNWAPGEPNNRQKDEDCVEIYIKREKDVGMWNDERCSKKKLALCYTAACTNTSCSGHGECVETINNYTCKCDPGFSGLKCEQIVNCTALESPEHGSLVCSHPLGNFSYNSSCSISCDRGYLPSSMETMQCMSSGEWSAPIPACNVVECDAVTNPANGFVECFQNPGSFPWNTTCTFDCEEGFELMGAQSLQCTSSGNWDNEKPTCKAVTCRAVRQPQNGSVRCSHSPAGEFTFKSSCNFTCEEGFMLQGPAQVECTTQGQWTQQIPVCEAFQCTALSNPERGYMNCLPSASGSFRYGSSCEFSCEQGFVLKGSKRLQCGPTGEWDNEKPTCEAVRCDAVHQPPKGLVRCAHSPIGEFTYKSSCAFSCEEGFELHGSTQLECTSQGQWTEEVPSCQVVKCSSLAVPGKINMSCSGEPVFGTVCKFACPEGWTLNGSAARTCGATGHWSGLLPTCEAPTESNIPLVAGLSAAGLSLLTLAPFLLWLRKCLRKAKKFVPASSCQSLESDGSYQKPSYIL
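material = human umbilical vein endothelial cells (HUVEC), E-selectin induction | quantity = 3,000 cells/well | medium = EGM-2 growth medium on 0.1% gelatin-coated wells | technique = immunofluorescence imaging | read-out basis = % PE-positive cells | control set = TNF-alpha positive control, DMSO neutral control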
ERp5 inh = blocks human ERp5 reductase activity on insulin. ERp5 insulin aggregation, absorbance 650 nm, 90 min. inhibition, % at 9.99 µM. Q15084. 350,000 compounds, 0.05% hits;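 active means mean replicate inhibition above about 25%, with every replicate also reaching it, limit read from the data, passing the limit was not always enough; inconclusive means only one of those two criteria met; inactive means neither criterion met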
SIRT5 inh = inhibitors of human sirtuin-5 desuccinylase. inhibition, % at 15 µM. 330,000 compounds, 1.1% hits. Purified SirT5, succinyl-peptide AMC, trypsin-coupled fluorescence. Q9NXA8; in the data active means inhibition above about 15%; inconclusive means no clear call, values can overlap the other calls
Target sequence (Q9NXA8 whole entry, looked up): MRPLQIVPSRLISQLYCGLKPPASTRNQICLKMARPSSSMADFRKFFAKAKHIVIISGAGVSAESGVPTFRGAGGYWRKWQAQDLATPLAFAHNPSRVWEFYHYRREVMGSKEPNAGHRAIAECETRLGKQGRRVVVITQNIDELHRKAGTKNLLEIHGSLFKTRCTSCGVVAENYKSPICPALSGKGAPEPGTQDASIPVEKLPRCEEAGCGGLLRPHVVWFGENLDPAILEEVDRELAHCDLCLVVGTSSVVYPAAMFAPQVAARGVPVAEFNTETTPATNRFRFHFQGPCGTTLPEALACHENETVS
The depositor's hits bear a star; ? = inconclusive; . = not tested or not shown.

SMILES	DENV2 CPE rescue	Statin myotox sup	S100A4 MyoIIA	PglD DTNB	E-sel inducer	ERp5 inh	SIRT5 inh
COC(=O)[C@@]1(Cc2ccc(F)cc2)[C@H]2c3cc(C(=O)N4CCCC4)n(CCSCCO)c3C[C@H]2CN1C(=O)c1ccccc1	-12	.	-1	.	-5.1	-7	-5
CCn1nc(C(=O)Nc2ccc(S(=O)(=O)Nc3ncccn3)cc2)c2ccccc2c1=O	8	.	4	.	-0.2	-8	-7
COc1ccc(NC(=O)c2ccc(-c3ccccc3C(F)(F)F)o2)cc1	.	5	-1	-1	0.2	-6	-4
COc1ccc(NC(=O)N(C)C[C@@H]2Oc3ccc(NC(=O)Cc4cn(C)c5ccccc45)cc3CC(=O)N([C@H](C)CO)C[C@@H]2C)cc1	-5	-36	11	0	-12	8	1
CC(NC(=O)Cc1ccc(S(=O)(=O)N2CCOCC2)s1)c1ccc(Cl)c(Cl)c1 (centres undefined)	0	3	5	1	1.9	3	0
COc1ccc(NS(=O)(=O)NC(=O)c2c[nH]c3ccccc23)cc1	-3	15	-1	3	0.4	-16	-9
Cc1cc(C)c2c(N)c(C(=O)Nc3ccccc3Cl)sc2n1	-1	.	-6	-4	13	1	-6
Oc1ccccc1/C=N/n1c(COc2ccccc2)n[nH]c1=S	-7	-7	-3	4	0.0	-1	-4
COC(=O)Nc1nnc(COc2ccccc2)s1	-1	.	-9	-4	.	-11	-1
OC[C@H]1[C@@H](c2ccc(-c3ccccc3F)cc2)[C@@H]2CN(Cc3cccnc3)CCCCN12	7	.	-11	-3	-0.3	-1	-1
O=C(NC(O)C(=O)c1ccccc1)c1ccccn1 (centres undefined)	1	20	1	-3	50*	-2	-1
O=C(Nc1ccc(F)cc1)OCCOc1ccc(Br)cc1	?	8	0	-3	0.7	-14	0
Cc1ccc(C2=NN(C3=NN=C(N)Cc4ncnn43)C(O)(C(F)(F)F)C2)cc1 (centres undefined)	-8	.	0	.	-0.6	2	4
O=C(C[C@@H]1C=C[C@@H](NC(=O)c2ccccc2)[C@@H](CO)O1)NCc1ccncn1	-5	-3	13	-1	-0.1	4	-2
O=C(Nc1ccc(F)cc1)Nc1ccc2c(c1)[C@H]1C[C@H](CC(=O)N3CCCCC3)O[C@@H](CO)[C@H]1O2	21*	1	.	7	-0.1	.	.
CCOC(=O)C1CCCN(Cc2c(C(=O)N3CCCCC3)nc3c(C)cccn23)C1 (centres undefined)	3	3	-3	-2	.	7	-4
COc1cc(S(=O)(=O)N2CCOCC2)ccc1N	-2	.	2	.	.	6	-4
C[C@H]1CN([C@@H](C)CO)C(=O)c2cc(-c3ccc(F)cc3)cnc2O[C@H]1CN(C)Cc1cccnc1	4	3	6	3	1.3	0	-4
CCC(C)CN1C(=O)CN(S(C)(=O)=O)CC1(C)C(=O)NC(C)C (centres undefined)	-5	.	-2	.	-0.1	0	0
C/C(=N\OC(=O)c1c(-c2c(F)cccc2Cl)noc1C)c1nccs1	4	.	-2	.	.	2	-2
O=C(O)CCN1C(=O)S/C(=C\c2cccnc2)C1=O	-5	.	-16	.	0.0	8	-1
COc1cccc(C#Cc2ccc([C@@H]3[C@@H](CO)N(C(=O)C4CCOCC4)[C@H]3C#N)cc2)c1	5	32	-16	1	0.2	2	4
CC(C)(C)S(=O)N1C[C@@H]2CC(=O)C(CCO)=C2[C@H]1CCO (some centres undefined)	-11	.	3	.	0.9	-5	-4
CC(C)NC(=O)C1(C)CCN1C(=O)C/C=C/c1ccccc1 (centres undefined)	12	-1	-8	0	-0.1	2	.
CC(=O)NCCOC(=O)Nc1sc(=S)n(C)c1C	.	1	.	-1	-1.4	.	.
Cc1ccc(SCc2ccc(C(=O)Nc3ccccc3C(=O)NC(C)C)cc2)cc1	?	.	2	2	.	-1	.
O=C(CCCC1=NS(=O)(=O)c2ccccc2N1)Nc1ccccc1	14	0	1	3	2.9	-8	0
COc1cc(C(=O)Nc2cc(C)ccc2C)ccc1OCc1c(C)noc1C	-13	-5	-3	1	4.1	-1	-2
O=C(Nc1ccc(F)cc1)Nc1ccc2c(c1)[C@@H]1C[C@H](CC(=O)N3CCCCC3)O[C@H](CO)[C@@H]1O2	3	6	.	1	-0.2	.	.
CC(C)C[C@H]1COCCS(=O)(=O)N1Cc1cccc(F)c1	6	9	-3	6	0.5	0	-1
CN(C)CCN1C(=O)C2C(C(=O)Nc3cc(Cl)cc(Cl)c3)C3C=CC2(O3)C1C(=O)NC1CCCCC1 (centres undefined)	-3	.	4	-4	0.1	-1	-1
COc1ccc(CCN(C)C(=O)CN2C(=O)NC3(CCCCC3C)C2=O)cc1OC (centres undefined)	1	30	1	.	-1.6	3	-2
Cn1cc(Cl)c(C(=O)OCC(=O)c2ccccc2)n1	?	-2	-7	0	.	3	-1
COc1ccc2c3c(n(C)c2c1)[C@@H](CO)NCC31CCN(C(=O)c2ccc(F)cc2)CC1	4	.	-1	.	-0.1	0	-8
CC(C)(C)NCCCCOc1ccccc1F	4	-3	-3	0	.	1	-4
O=C(Nc1ccc(OC(F)F)c(Cl)c1)C(c1ccccc1)c1ccccc1	0	.	-1	.	-1.4	2	0
CNC(=O)COc1coc(CN2CCN(c3cccc(Cl)c3)CC2)cc1=O	12	-2	-1	-5	.	-2	-12
N/C(COc1cc(Cl)cc(Cl)c1)=N\O	17	-8	1	.	.	-1	-2
CCC(CC)C(=O)Nc1nnc(S(=O)(=O)N2CCc3ccccc32)s1	?	.	0	4	?	0	-3
CC(C)NC(=O)N(C)C[C@H]1Oc2ccc(NC(=O)Cn3cnnn3)cc2CC(=O)N([C@@H](C)CO)C[C@@H]1C	-4	-19	12	0	-6.2	-7	-5
COCC(=O)Oc1c(S(=O)(=O)c2ccc(C)cc2)c(C)nn1C(C)(C)C	6	10	-2	0	0.0	2	-2
CC(=O)N(C)C[C@@H]1Oc2cc(C#CCC3CCCC3)ccc2S(=O)(=O)N([C@@H](C)CO)C[C@@H]1C	-7	12	-22	-2	0.2	6	5
CCCC#Cc1ccc([C@H]2[C@@H](CO)N(C(=O)C3CCCC3)[C@H]2C#N)cc1	-1	8	1	-1	0.5	0	2
O=C(NCCN1CCOCC1)C(=O)NCC1OCCN1S(=O)(=O)c1ccc(Br)cc1 (centres undefined)	?	1	0	0	.	3	7
CCN(CC)C(=O)CN1C(=O)c2cccc3cccc(c23)C1=O	2	3	2	.	.	2	-10

A draw from above in order of formula weight, lowest first:
SMILES	DENV2 CPE rescue	Statin myotox sup	S100A4 MyoIIA	PglD DTNB	E-sel inducer	ERp5 inh	SIRT5 inh
N/C(COc1cc(Cl)cc(Cl)c1)=N\O	17	-8	1	.	.	-1	-2
Cn1cc(Cl)c(C(=O)OCC(=O)c2ccccc2)n1	?	-2	-7	0	.	3	-1
CCN(CC)C(=O)CN1C(=O)c2cccc3cccc(c23)C1=O	2	3	2	.	.	2	-10
COCC(=O)Oc1c(S(=O)(=O)c2ccc(C)cc2)c(C)nn1C(C)(C)C	6	10	-2	0	0.0	2	-2
COc1ccc2c3c(n(C)c2c1)[C@@H](CO)NCC31CCN(C(=O)c2ccc(F)cc2)CC1	4	.	-1	.	-0.1	0	-8

Continuation:
SMILES	DENV2 CPE rescue	Statin myotox sup	S100A4 MyoIIA	PglD DTNB	E-sel inducer	ERp5 inh	SIRT5 inh
N/C(=N\OC(=O)CCC(=O)O)c1ncc(C(F)(F)F)cc1Cl	-1	.	-4	.	.	5	-2
CCN1CCn2c3c(c4cccc(C)c42)CCCC31 (centres undefined)	-5	22	6	-7	0.1	4	0
CCOc1ccc(S(=O)(=O)NCCSCc2ccco2)cc1	.	-10	-1	-1	.	?	-14
O=C(Nc1ccccc1F)C1CCCC1	-3	.	1	4	.	.	-1
C[C@H](CO)N1C[C@H](C)[C@@H](CN(C)C(=O)CCCN(C)C)OCCCC[C@H](C)Oc2ccc(NS(=O)(=O)c3cccs3)cc2C1=O	-5	.	-5	2	0.1	-7	-3
O=[N+]([O-])c1ccccc1CNC1CCCCCC1	3	2	-2	-5	.	-6	-1
Nc1[nH]c(C(=O)c2ccccc2)c(-c2ccc(F)cc2)c1C(=O)NCCc1c[nH]c2ccccc12	-11	.	0	.	0.3	-5	-9
CC(=O)N1c2ccc(S(=O)(=O)NCCC(=O)N(C)Cc3ccccc3)cc2CC1C (centres undefined)	-1	-1	-3	2	.	-10	4
O=C(Nc1ccc2c(c1)[C@H]1C[C@H](CC(=O)N3CCc4ccccc4C3)O[C@@H](CO)[C@H]1O2)c1ccc2c(c1)OCO2	-1	13	-28	-2	0.6	-2	6
CC(OC(=O)c1n[nH]c2ccccc12)C(=O)Nc1ccccc1[N+](=O)[O-] (centres undefined)	-1	15	0	-5	1.5	8	-15
COc1ccc(NC(=O)CCNS(=O)(=O)c2ccc(NC(C)=O)cc2)cc1Cl	0	9	-1	5	0.0	2	-2
CCn1cc(C(=O)O)c(=O)c2cnc(N3CCN(C(=S)NC(=O)c4ccc(OC)cc4)CC3)nc21	3	-4	0	-2	2.4	2	29*
CCOC(=O)c1ccc(N2C(=O)c3cccc4c(C(=O)O)ccc(c34)C2=O)cc1	4	9	-1	0	0.3	3	-1
CS(=O)(=O)c1cnc(-c2ccccc2)nc1Sc1ccc(F)cc1	-2	-30	-7	-1	.	0	-2
COc1ccc(S(=O)(=O)N(C)C[C@@H]2Oc3ccc(NS(=O)(=O)c4c(C)noc4C)cc3CC(=O)N([C@H](C)CO)C[C@@H]2C)cc1	-1	2	-3	2	0.0	-2	2
CN(C)c1ccc(NC(=O)C2CCCN(S(=O)(=O)c3ccccc3)C2)cc1 (centres undefined)	-3	.	-6	.	.	4	0
COc1ccc2c3c([nH]c2c1)[C@@H](CO)N(C(=O)CN1CCOCC1)CC31CN(Cc2ccccc2)C1	40*	.	2	.	1.3	7	-8
CO/C(N)=C(\C#N)N=Cc1ccccc1Cl	-10	.	7	.	.	-3	1
CCc1ccc(-c2csc3ncn(CC)c(=O)c23)cc1	1	.	2	3	-0.2	-2	-4
Cc1ccc(S(=O)(=O)N(C)C[C@@H]2OCCCC[C@@H](C)Oc3ccc(N(C)C)cc3C(=O)N([C@H](C)CO)C[C@@H]2C)cc1	1	-22	9	-1	-0.2	-3	3
C[C@H]1CN([C@@H](C)CO)C(=O)CCCn2nncc2CO[C@H]1CN(C)Cc1cccnc1	?	-2	-1	0	-0.2	-4	-1

Single records, from the list above:
`O=C(NC(O)C(=O)c1ccccc1)c1ccccn1` (centres undefined) in the list: DENV2 CPE rescue: 1; Statin myotox sup: 20; S100A4 MyoIIA: 1; PglD DTNB: -3; E-sel inducer: 50*; ERp5 inh: -2; SIRT5 inh: -1
`O=C(Nc1ccc2c(c1)[C@H]1C[C@H](CC(=O)N3CCc4ccccc4C3)O[C@@H](CO)[C@H]1O2)c1ccc2c(c1)OCO2` in the list: DENV2 CPE rescue: -1; Statin myotox sup: 13; S100A4 MyoIIA: -28; PglD DTNB: -2; E-sel inducer: 0.6; ERp5 inh: -2; SIRT5 inh: 6

High-throughput results: PubChem BioAssay, Broad Institute

An excerpt; count on the stated rates, not on these rows.
